PKA kinase inh = inhibitors of human protein kinase A. P17612. PKA Kemptide phosphorylation, Kinase-Glo ATP luminescence. inhibition, % at 6 µM. 65,000 compounds, 0.1% hits. AID 524;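 active = inhibition above the screen-wide mean inhibition plus 3 SD, cut at about 21% in these data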; also: many of its hits are not listed in these tables
Fluor 339 460 = intrinsic fluorescence of library compounds, ex339/em460 – biochemical, MLSMR library, data from DPM-DC assay, artefact control, profiling panel; compound autofluorescence, ex339/em460 nm, NADH buffer; active compounds read high; 1 = no-compound wells, NADH background; fluorescence fold increase at 10 µM; 65,000 compounds, 5.5% hits; AID 709;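 active = at 10 µM, mean starting fluorescence two-fold or more over control wells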;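 also: signal is the first read of a kinetic run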
ROCK2 inh = ROCK2 (human) kinase inhibition | O75116 | purified ROCK2, Kinase-Glo ATP depletion luminescence | inhibition, % at 6 µM | 60,000 compounds, 0.35% hits | AID 604;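 active = inhibition above the screen-wide mean inhibition plus 3 SD, cut at about 18% in these data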;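 also: plate controls were DMSO wells for no effect and Y-27632 control wells after no-enzyme background subtraction for full effect; many of its hits are not listed in these tables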
MKP-1 inh = human dual specificity phosphatase 1 inhibition. inhibition, %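 (compounds tested at a single concentration somewhere between 10 and 100 µM)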. recombinant MKP-1, OMFP hydrolysis fluorescence. 65,000 compounds, 0.15% hits. P28562;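 active = inhibition above about 50%, limit read from the data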;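 also: 0% = DMSO max control wells and 100% = wells with enzyme stopped by NaOH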
Target sequence (P28562 whole entry, looked up): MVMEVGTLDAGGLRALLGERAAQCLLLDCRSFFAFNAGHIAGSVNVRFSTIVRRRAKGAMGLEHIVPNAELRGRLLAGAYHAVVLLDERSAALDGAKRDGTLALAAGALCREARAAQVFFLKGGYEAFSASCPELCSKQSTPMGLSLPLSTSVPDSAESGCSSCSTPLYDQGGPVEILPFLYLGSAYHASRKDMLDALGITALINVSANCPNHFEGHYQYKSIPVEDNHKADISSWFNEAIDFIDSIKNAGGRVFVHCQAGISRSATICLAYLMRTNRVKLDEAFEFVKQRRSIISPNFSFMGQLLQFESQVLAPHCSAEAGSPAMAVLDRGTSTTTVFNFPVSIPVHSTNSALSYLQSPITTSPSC
Cdc25B block = inhibitors of human Cdc25B phosphatase. P30305. recombinant Cdc25B, OMFP fluorescence Ex485/Em525. AID 368. inhibition, %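 (compounds tested at 10 µM final in the well)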. 65,000 compounds, 0.1% hits; in the data active = inhibition above about 50%
Target sequence (P30305 whole entry, looked up): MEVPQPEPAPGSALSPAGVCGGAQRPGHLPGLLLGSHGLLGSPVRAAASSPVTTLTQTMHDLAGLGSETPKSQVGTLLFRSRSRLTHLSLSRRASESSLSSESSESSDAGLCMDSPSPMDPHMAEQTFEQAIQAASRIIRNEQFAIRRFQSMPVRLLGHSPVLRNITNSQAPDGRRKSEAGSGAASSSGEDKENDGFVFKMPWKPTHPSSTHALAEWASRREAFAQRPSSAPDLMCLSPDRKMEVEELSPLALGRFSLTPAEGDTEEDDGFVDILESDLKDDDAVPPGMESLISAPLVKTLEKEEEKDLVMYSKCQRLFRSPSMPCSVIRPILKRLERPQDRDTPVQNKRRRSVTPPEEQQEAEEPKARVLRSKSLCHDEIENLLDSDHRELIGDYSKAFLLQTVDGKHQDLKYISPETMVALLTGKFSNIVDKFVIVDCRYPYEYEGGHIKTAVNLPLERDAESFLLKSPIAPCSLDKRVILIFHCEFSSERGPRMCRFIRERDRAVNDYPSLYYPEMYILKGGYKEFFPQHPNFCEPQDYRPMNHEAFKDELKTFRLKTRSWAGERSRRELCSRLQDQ
Her2 expr inh = Her2 kinase expression inhibition; SKBR-3 HER2 protein level, AlphaScreen, 18-24 h; active compounds read low; P04626; HER2 level % of control, % at 10 µM; 65,000 compounds, 0.69% hits;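 active = HER2 level under 5% of the carrier-only control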;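 also: 100% = DMSO carrier and 0% = 500 nM PU-H71 HSP90 inhibitor; lower value means stronger loss of Her2 protein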
A340 absorber = absorbance at 340 nm | 65,000 tested, under 10 active | compound absorbance at 340 nm, fold over control | fold change at 10 µM;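 active = at 10 µM dose, initial 340 nm absorbance at least 2 fold that of control wells; inactive = change under 2 fold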;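 also: initial absorbance extrapolated from kinetic A340 decline of NADH oxidation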
Hsp90 block = displaces geldanamycin probe from tumor Hsp90; inhibition, % at 30 µM; AID 429; 64,000 compounds, 0.35% hits; NCI-N417 lysate Hsp90, Cy3B-geldanamycin FP displacement; P07900;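 active = inhibition above 50%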;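 also: 0% = tracer plus lysate wells and 100% = tracer alone without lysate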
JNK3 blocker = JNK3 (human) kinase inhibition. purified JNK3 kinase activity, HTS. inhibition, % at 8 µM. 60,000 compounds, 0.61% hits. AID 746; in the data active = inhibition above about 17%;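 also: 0% = DMSO and 100% = reference inhibitor; many of its hits are not listed in these tables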
The depositor's hits bear a star; . = not tested or not shown. These rows are one share of the data; the hit share may differ from the screen's.

SMILES	PKA kinase inh	Fluor 339 460	ROCK2 inh	MKP-1 inh	Cdc25B block	Her2 expr inh	A340 absorber	Hsp90 block	JNK3 blocker
CCN1CCN(Cc2ccc(NC(=O)CC3Oc4ccc(C)cc4NC3=O)cc2)CC1 (stereo not drawn)	4	1	2	13	-11	103	0.99	2	-1
CCCOC(=O)CSc1nnc(-c2ccc(Cl)cc2Cl)o1	12	1.1	7	-13	2	77	1	-2	2
CC1=C(C(=O)NC(C)C)C2(CCC(C)CC2)OC1=O (stereo not drawn)	-6	1.1	1	2	-7	72	1	-3	2
Cc1cc(C(=O)N2CCN(c3ncccn3)CC2)c2cc(F)ccc2n1	3	1.2	3	13	-4	107	0.97	-3	-5
COc1ccc(NCc2n[nH]nc2-c2ccccc2)cc1Cl	2	1.1	2	-7	-1	78	1.1	7	-14
O=CN(CCN(C=O)CN1CCCCC1)CN1CCCCC1	6	1.1	3	7	-5	133	1	-3	4
Cc1cc(C(=O)COc2cccc(-n3cnnn3)c2)c(C)n1-c1ccccc1	4	1	5	26	-8	164	0.98	-7	-9
COc1cc(C2c3c(oc4ccccc4c3=O)C(=O)N2Cc2ccncc2)ccc1O (stereo not drawn)	-4	1.1	-4	2	2	101	1	4	3
COc1cc(OC)cc(C(=O)Nc2ccccc2NC(C)=O)c1	-4	1.1	-1	8	-1	101	1	-4	-5
CC1(C)CC(=O)C2=C(C1)NC(=O)CC2c1cc2c(cc1Br)OCO2 (stereo not drawn)	1	1.1	4	5	-4	86	1	2	7
O=C(CSc1ccc2nnc(-c3cccnc3)n2n1)NCC1CCCO1 (stereo not drawn)	-8	1.9	0	16	3	.	1.1	1	-3
COC(=O)c1ccc(COc2ccc(C3C4=C(CCCC4=O)Nc4onc(C)c43)cc2)cc1 (stereo not drawn)	9	2.4*	7	5	6	73	1	-2	-2
CCN(CC(=O)NCc1ccccn1)S(=O)(=O)c1ccc(Cl)cc1	11	1.1	9	-2	-7	.	1	-5	-5
CC(=O)Nc1ccc(C2Nc3ccccc3C(=O)N2C2CCCCC2)cc1 (stereo not drawn)	6	2.2*	2	6	4	117	1	-3	0
O=C(c1ccco1)n1c(=S)nc2ccccn21	-6	1.1	1	-17	-1	45	1.1	-5	6
Clc1cccc(-c2nn3c(COc4ccccc4)nnc3s2)c1	6	1.1	5	-9	6	82	1	0	-8
Cc1ccc2c(c1)nnn2C1CCN(S(=O)(=O)c2ccc(C(=O)N(C)C3CCCCC3)cc2)CC1	12	1.1	2	38	2	61	1	2	3
O=C(Oc1oc(-c2ccco2)nc1C=Nc1ccccc1)c1ccco1	-3	1.1	1	-17	-1	97	1.1	-4	-1
O=C(Nc1ccc(F)cc1)N(Cc1nnc2n1CCCCC2)c1ccccc1	4	1.1	-1	-9	4	90	1	-3	-2
CC(=O)C1=C(C)NC(SCC(=O)c2ccccc2)=C(C#N)C1c1ccco1 (stereo not drawn)	10	1.2	6	4	-9	106	1.1	-8	13
CC1CCCC(NC(=O)CSc2nnc(N)s2)C1C (stereo not drawn)	6	1.1	6	1	7	81	0.99	-2	-5
CC1CCCCC1NC(=O)CSc1nnc(N)s1 (stereo not drawn)	6	1.1	9	-2	-12	105	1.1	-2	7
CCn1c(C(=O)N2CCC(C(=O)NCCCSC3CCCCC3)CC2)cc2sccc21	-4	1.1	-4	10	-18	68	1	-4	-10
Cc1cc(C)c(C2C(C#N)=C(N)Oc3n[nH]c(C)c32)cc1CN1CCCC1 (stereo not drawn)	6	1.1	10	-8	0	69	1	-4	-3
O=C(Cn1cc2c(n1)CCCC2)NC1CCCCCC1	-5	1.1	2	5	-7	86	1.1	-2	-6
Continued:
SMILES	PKA kinase inh	Fluor 339 460	ROCK2 inh	MKP-1 inh	Cdc25B block	Her2 expr inh	A340 absorber	Hsp90 block	JNK3 blocker
COc1cc(NC(=O)CN(C)S(=O)(=O)c2ccc(C)cc2)cc(OC)c1	5	1	1	4	-9	94	1	-3	-3
Cc1c(NC(=O)CN2CCN(C(c3ccccc3)c3ccccc3)CC2)c(=O)n(-c2ccccc2)n1C	-8	1.1	-7	9	8	81	1.1	2	-2
CCOc1ccc(N(C)S(=O)(=O)c2ccc3[nH]cc(C(=O)NCC4CCCO4)c(=O)c3c2)cc1 (stereo not drawn)	5	1.1	-2	38	-17	94	1	6	-5
Cc1ccc(Cn2ccc(NC(=O)c3nc4ncccn4n3)n2)cc1	0	1.1	-1	16	-14	82	1	-4	-6
O=C(NCc1cccnc1)c1ccc(CS(=O)(=O)Cc2ccc(Cl)cc2)o1	6	1.1	2	4	16	102	1	0	-4
c1ccc(-c2nnc(CSc3nnc(-c4cccs4)o3)o2)cc1	9	1.1	2	25	-16	90	1	-2	-2
Cc1cccnc1NC(=O)COc1ccc2oc3c(c2c1)CCCC3	12	1.1	6	9	-8	94	1	1	5
CSc1ccc(S(=O)(=O)Nc2ccc(N3CCOCC3)c(Cl)c2)cc1	8	1.1	12	20	-3	126	1.1	-6	1
CNc1nc(SC)nc(N2CCOCC2)n1	14	1.1	8	-7	2	112	1	1	3
Cc1cc(C(=O)Nc2cccnc2)no1	10	1.1	5	-4	4	90	1	-3	4
CC(C)C(=O)N(c1ccc(F)cc1)C1C=CS(=O)(=O)C1 (stereo not drawn)	3	1.1	6	2	-12	141	0.98	-3	3
Cc1ccc2[nH]c(=O)c(CN(Cc3ccc4c(c3)OCO4)Cc3nnnn3C3CCCC3)cc2c1	2	1.2	2	43	-8	68	1	1	-1
CCS(=O)(=O)NCCCCc1ccccc1	12	1.1	3	-5	-11	118	1	1	-4
CCOc1ccc(CCNC(=O)C2CCCN(c3nn4c(=O)cc(C)nc4s3)C2)cc1 (stereo not drawn)	7	1.1	5	2	-16	120	1	-1	3
CCOc1cc(C)c(C(C)C)cc1S(=O)(=O)n1ccc(C)n1	2	1.1	3	7	46	83	1	-4	3
O=C(Nc1ncnc2sc3c(c12)CCCCC3)c1ccco1	1	1.1	1	-3	-23	34	1	2	0
COc1cc(C2C(C(=O)c3ccc(C)o3)=C(O)C(=O)N2c2cc(C)on2)cc(OC)c1OC (stereo not drawn)	6	1.1	7	-16	13	85	1	2	-2
Cc1cc(C)c(NC(=O)CCCN2CCOCC2)c(C)c1	4	1.1	4	4	-5	94	0.99	-3	0
CC1(C)C/C(=N\O)c2cc3c(nc2C1)CCCC3	6	1.1	-5	2	0	94	1.1	4	-3
COc1ccc2[nH]c(=O)c(CN(C(=O)c3ccccn3)C3CCCCC3)cc2c1	11	2.9*	2	-16	0	101	1	0	2
CCOC(=O)c1sc(NC(=O)c2ccc(Br)o2)cc1C	6	1.2	.	4	-10	70	1.1	.	.
COc1ccc(-n2nnnc2Sc2ccc(S(=O)(=O)N3CCOCC3)cn2)cc1	2	1.2	5	21	2	97	1	-1	3
CCc1noc(N)c1C(=O)Nc1ccc(F)c(Cl)c1	0	1.1	0	6	-4	85	1	-1	7
CC(Oc1ccc(Cl)cc1Cl)C(=O)Nc1ncccn1 (stereo not drawn)	3	1.1	4	6	-2	84	1	0	2
CCOC(=O)c1[nH]c2ccccc2c1NC(=O)CC	-8	1.3	-6	8	0	.	1.1	-3	-3
Further results.
SMILES	PKA kinase inh	Fluor 339 460	ROCK2 inh	MKP-1 inh	Cdc25B block	Her2 expr inh	A340 absorber	Hsp90 block	JNK3 blocker
CCOc1ccc(Br)cc1C1NC(=O)c2c(sc3c2CCN(C)C3)N1 (stereo not drawn)	10	1.2	7	7	10	93	1	-5	-3
COCCN(CC(=O)NC1CCCCC1)C(=O)CSc1nc2ccccc2o1	0	1.1	2	3	-2	148	0.99	-1	-2
CCOC(=O)N1CCN(c2c(NCC3CCN(Cc4cccc(C)c4)CC3)c(=O)c2=O)CC1	3	1.1	4	-11	-14	110	0.99	0	2
CC1CN(c2nc3ccccc3nc2C(C#N)C(=O)NC2CCCCC2)CC(C)O1 (stereo not drawn)	2	1.2	4	16	-1	107	1	-3	-3
CCN(CC)CCCNC(=O)c1sc2nc(-c3ccc(F)cc3)cn2c1C	4	1	7	-12	-22	116	1	-3	4
Cc1ccnc(SCCn2c(Br)nc3c2c(=O)[nH]c(=O)n3C)n1	-8	1.1	6	-6	4	98	1	-3	4
CC(=NCc1ccc2c(c1)OCO2)C1=C(O)c2ccccc2C1=O	8	1.1	6	9	-10	58	1.1	-3	12
O=C(Nc1ccc2nn(-c3ccccc3)nc2c1)c1cccnc1	-1	1.3	0	11	-2	67	1.1	-5	0
CC(C)CC(c1nnnn1C1CCCC1)N1CCN(c2ccccc2F)CC1 (stereo not drawn)	2	1	1	-7	-12	100	1	2	2
Cc1csc(NC(=O)C2CCC(C)(C(=O)O)C2(C)C)n1 (stereo not drawn)	9	1.1	-1	-10	-23	97	1	-2	-7
CCOC(=O)c1ccc(NC(=O)c2cccc(S(=O)(=O)N3CCOCC3)c2)cc1	9	1.1	5	8	-9	97	1	-3	-4
CC1(C)CC(CC(=O)Nc2ccccn2)C(=O)O1 (stereo not drawn)	1	1.1	.	2	-13	122	1.1	-3	.
O=C(Nc1ncccn1)c1cccs1	-3	1.1	3	-19	-12	105	1	-6	-2
Cc1cc(NC(=O)CSc2nc3ccccc3c(=O)n2Cc2ccccc2)no1	5	0.99	1	5	2	90	1	-3	-1
CCNc1nc(OCCNS(=O)(=O)c2cc(C)ccc2C)nc(N(C)C)n1	5	1.1	6	7	-2	100	1	0	1
Cc1ccc(-c2noc(-c3ccccc3C(=O)N3CCN(C)CC3)n2)cc1	15	1.1	6	-19	3	108	0.97	1	2
O=C(CCc1nc(-c2ccccc2F)no1)NCCN1CCc2ccccc2C1	15	0.39	4	-18	-20	76	1	-6	2
CCOC(=O)C1CCN(S(=O)(=O)c2c(C)n(C)c(=O)n(C)c2=O)CC1	1	1.1	2	6	1	110	1	-6	2
Cc1cccc(NC(=O)CN2C(=O)COc3ccc(Cl)cc32)c1	10	1.1	4	9	-5	66	1	2	0
O=C(CSc1cccc2cccnc12)N1CCCC1	4	3.9*	6	-5	0	45	1	1	4
CCOc1ccc2c(c1)c1nnc(SCC3CCCO3)nc1n2C (stereo not drawn)	13	1	2	13	-9	84	1.1	-10	0
Cn1cccc1Cc1nnc(SCC(=O)NCc2ccccc2Cl)n1-c1ccc(F)cc1	5	1.1	4	8	-19	55	1	-2	1
CC(=O)NC12CC3CC(C1)CC(C(=O)OCC(=O)Nc1ncc(Cl)cc1Cl)(C3)C2	10	1.1	7	-11	1	98	1	-13	-1
COC(=O)c1ccc(C2NC(C(=O)O)CS2)cc1 (stereo not drawn)	2	1	2	-7	-23	103	0.98	-5	0
Cc1cc(SCC(=O)N2CCCC2)nc2ccccc12	8	1.1	2	-12	3	60	1	-2	5
Cc1ccc2nc(Cc3ccc(N)cc3)oc2c1	12	1.1	3	-6	-2	95	0.98	1	21*
Cc1ccc(C)c(C(=O)CSc2nnnn2-c2cccnc2)c1	13	1	4	10	-5	98	0.99	-3	6
CCOc1ccc(-c2cc(NC(=O)Cn3ncc4c3-c3ccccc3OC4)on2)cc1OCC	7	1.1	0	31	-14	90	1	-3	-5
COC(=O)c1[nH]c2ccccc2c1NC(=O)CN1CCCCCC1	7	1.3	-1	1	12	102	1	-5	-4

Reprinted at random: seven compounds from above
SMILES	PKA kinase inh	Fluor 339 460	ROCK2 inh	MKP-1 inh	Cdc25B block	Her2 expr inh	A340 absorber	Hsp90 block	JNK3 blocker
CC1CCCC(NC(=O)CSc2nnc(N)s2)C1C (stereo not drawn)	6	1.1	6	1	7	81	0.99	-2	-5
O=C(Nc1ccc(F)cc1)N(Cc1nnc2n1CCCCC2)c1ccccc1	4	1.1	-1	-9	4	90	1	-3	-2
O=C(CSc1ccc2nnc(-c3cccnc3)n2n1)NCC1CCCO1 (stereo not drawn)	-8	1.9	0	16	3	.	1.1	1	-3
CC(=O)Nc1ccc(C2Nc3ccccc3C(=O)N2C2CCCCC2)cc1 (stereo not drawn)	6	2.2*	2	6	4	117	1	-3	0
CCS(=O)(=O)NCCCCc1ccccc1	12	1.1	3	-5	-11	118	1	1	-4
CCOc1ccc(N(C)S(=O)(=O)c2ccc3[nH]cc(C(=O)NCC4CCCO4)c(=O)c3c2)cc1 (stereo not drawn)	5	1.1	-2	38	-17	94	1	6	-5
Cc1ccc(C)c(C(=O)CSc2nnnn2-c2cccnc2)c1	13	1	4	10	-5	98	0.99	-3	6
